# Screening results (PubChem BioAssay)
# Neddylation inh = blocks human cullin neddylation. TR-FRET cullin neddylation, biochemical. P61081+Q13564. hit rate 0.58% among 360,000. AID 651699. calls only at 25 µM; in the data active = inhibition above about 36%
# Target sequence (P61081 whole entry, looked up): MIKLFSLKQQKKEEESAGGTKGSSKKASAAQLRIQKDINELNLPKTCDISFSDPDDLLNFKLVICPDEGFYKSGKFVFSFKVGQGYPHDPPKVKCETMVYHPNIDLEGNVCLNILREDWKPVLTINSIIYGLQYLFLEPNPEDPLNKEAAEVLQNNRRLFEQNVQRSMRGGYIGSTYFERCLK
# Target sequence (Q13564 whole entry, looked up): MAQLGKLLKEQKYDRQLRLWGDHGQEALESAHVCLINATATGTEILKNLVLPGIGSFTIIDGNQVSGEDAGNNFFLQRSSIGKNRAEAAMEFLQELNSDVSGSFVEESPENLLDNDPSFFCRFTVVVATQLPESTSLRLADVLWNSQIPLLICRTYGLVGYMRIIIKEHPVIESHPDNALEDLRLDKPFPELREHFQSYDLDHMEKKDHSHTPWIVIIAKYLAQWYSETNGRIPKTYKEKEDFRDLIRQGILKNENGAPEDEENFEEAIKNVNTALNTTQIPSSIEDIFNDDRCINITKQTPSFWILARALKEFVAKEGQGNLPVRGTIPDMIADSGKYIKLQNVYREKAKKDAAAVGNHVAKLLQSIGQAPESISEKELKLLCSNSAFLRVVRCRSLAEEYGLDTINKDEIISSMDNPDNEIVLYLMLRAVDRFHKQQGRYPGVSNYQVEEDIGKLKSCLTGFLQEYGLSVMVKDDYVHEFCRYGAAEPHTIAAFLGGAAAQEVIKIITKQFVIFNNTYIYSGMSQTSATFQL
# bovine MsrA act = activates bovine MsrA enzyme; purified bovine MsrA, absorbance read-out; activation, % at 10.6 µM; hit rate 0.3% among 360,000; in the data active = activation above about 7.5%;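 note: 0% = vehicle and 100% = reference activator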
# NRP1-CendR mod = modulators of CendR peptide binding to human neuropilin-1; O14786; FAM-RPARPAR peptide binding to NRP-1, fluorescence polarization; inhibition, % at 25 µM; hit rate 0.85% among 360,000; AID 602438;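 active = inhibition or corrected inhibition above about 18%, plus a signal ratio from 0.5 to 1.5, limit read from the data, passing the limit was not always enough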; note: strong numbers were not always called active
# SKN-1 block = C. elegans SKN-1 inhibition; C. elegans VP596 Pgst-4::GFP/RFP ratio, acrylamide-induced, 24 h; inhibition, % at 21.8 µM; hit rate 0.49% among 360,000; AID 624304;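 active = interference check ratio from 0.5 to 1.5 plus GFP to RFP signal ratio inhibition reaching or exceeding a fixed threshold, cut at about 30% in these data, passing the limit was not always enough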; note: some compounds called inactive have numbers as strong as hits
# eLon inh = inhibitors of E. coli Lon protease; P0A9M0; purified E. coli Lon protease, fluorescence polarization; inhibition, % at 7.94 µM; hit rate 0.42% among 360,000; in the data active = inhibition above about 13%, passing the limit was not always enough;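 note: 0% = enzyme with probe and DMSO and 100% = no enzyme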
# FAS-TE inh = FAS thioesterase (human) inhibition | P49327 | recombinant FAS-TE, OMFH fluorogenic substrate, fluorescence endpoint | inhibition, % at 15 µM | hit rate 0.67% among 360,000;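 active = compounds whose normalised, plate-corrected inhibition of enzyme fluorescence in the single-dose primary screen is 50% or more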;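 note: 0% = DMSO with enzyme and 100% = substrate without enzyme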
# Rin1-Abl PPI inh = human Rin1-Abl interaction inhibition; inhibition, % at 7.35 µM; hit rate 0.4% among 360,000; AID 588664; TR-FRET Rin1/Abl binding, biochemical; in the data active = inhibition above about 5%, passing the limit was not always enough
# PABP1 MLLE inh = inhibitors of microRNA-mediated deadenylation, human PABP1 MLLE binding; P11940; GST-MLLE / FITC-PAM2 fluorescence polarization; inhibition, % at 20 µM; hit rate 0.36% among 360,000; in the data active = inhibition above about 35%, passing the limit was not always enough;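 note: plate controls were DMSO wells with GST-MLLE for no effect and wells lacking GST-MLLE protein for full effect; some results filed as inactive read as strong as hits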
# MT1-MMP act inh = inhibitors of human MT1-MMP activation | HT1080 RFP-PRO-GFP cells, GFP/RFP ratio fluorescence, overnight; percent of plate control window, DMSO zero | hit rate 0.061% among 360,000 | GFP/RFP ratio change, % at 20 µM | AID 651647 | P50281;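 active = GFP/RFP ratio change of at least 30% with cell ATP level not reduced by more than half and red fluorescence within 50% of control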; note: strong numbers were not always called active
#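 Read-out: GFP/RFP fluorescence ratio; Test system: RFP-PRO-GFP reporter HT1080 cells; Compound dosing: single-point 20 µM compound, 1% DMSO; Times: overnight compound exposure at 37 °C.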
# Active calls of the source: *; i = inactive; / = not tested or not shown.
SMILES,Neddylation inh,bovine MsrA act,NRP1-CendR mod,SKN-1 block,eLon inh,FAS-TE inh,Rin1-Abl PPI inh,PABP1 MLLE inh,MT1-MMP act inh
CCn1c(C)c(C)c2cc(C(=O)NCCN3CCCCCC3)ccc21,i,3,-5,16,-6,-5,0,-21,-1
Cc1sc2ncnc(SCC(=O)N(C)C3CCS(=O)(=O)C3)c2c1C (stereo not drawn),i,-3,-6,3,-17,-4,-10,-3,3
Cc1ccc(N(C(C)C(=O)N2CCCCC2)S(C)(=O)=O)cc1C (stereo not drawn),i,-6,-2,-5,8,-4,-1,11,5
CC(=O)OCC(=O)[C@@]12OC(C)(C)O[C@@H]1CC1C3C[C@H](F)C4=CC(=O)C=CC4(C)[C@@]3(F)C(O)CC12C (stereo partly drawn),i,-1,3,11,3,7,0,-4,-4
Cc1nn(-c2ccccc2)c2nc(-c3cccs3)cc(C(=O)NN)c12,/,-4,1,-6,-13,10,4,-9,0
COc1cc(C#Cc2c(-c3ccccc3OC)oc3ccccc23)cc(OC)c1,/,-3,-3,14,1,39,-1,-26,-4
CCOC(=O)N1CCN(C(=O)C2CCCN(S(=O)(=O)c3cccnc3)C2)CC1 (stereo not drawn),i,-2,-10,7,11,-3,-4,-1,-1
Nc1ncnc2c1ncn2[C@@H]1O[C@H](C(=O)N(CCC2=CCCCC2)CC2CC2)[C@@H](O)[C@H]1O,i,-2,-2,-1,-4,-7,1,-7,4
O=C(c1ccco1)N(Cc1ccc2c(c1)OCO2)Cc1cc2cc3c(cc2[nH]c1=O)OCO3,i,-9,5,-1,-6,-8,4,-4,6
O=C(/C=C/Nc1nccs1)C(F)(F)Cl,i,-3,-21,-7,6,-2,-5,-10,-5
CCOC(=O)[C@]12CCC=C1N(Cc1ccc(Cl)cc1Cl)C(=O)[C@H](CC(=O)NCC1CCCCC1)C2,i,0,-3,-3,0,19,/,/,-7
O=C(c1ccc(S(=O)(=O)N2CCCCCC2)cc1)N1CCN(c2ccccc2F)CC1,i,-3,8,16,1,18,3,-4,0
O=c1nc(N2CCOCC2)nc2n1CCO2,i,-3,2,27,2,-3,1,-2,3
CC1CCC/C(=C(\C#N)c2nc(-c3cc4ccccc4oc3=O)cs2)C1 (stereo not drawn),i,-3,-23,15,-11,27,0,-2,5
O=C(Cn1c(CO)nc2ccccc21)NCCc1ccccc1,i,-1,10,8,-2,-2,1,1,-5
CCO[C@@H]1OC(C(=O)NCc2ccccc2)=C[C@H](C(C)(C)C)[C@H]1CCCO,i,-3,9,-4,6,10,2,-5,4
NNc1nc(NCc2ccccc2)nc(N2CCOCC2)n1,i,-4,4,16,-5,-1,0,-13,4
COc1cc2c(cc1OC)C(c1cc3cc(OC)c(OC)cc3[nH]c1=O)N(C(=O)C1CC1)CC2 (stereo not drawn),i,-5,-17,6,-8,-11,-3,0,2
O=C(CNC(=O)c1ccc(Br)o1)Nc1ccc(F)c(S(=O)(=O)N2CCOCC2)c1,i,-3,-7,18,4,5,2,-3,-1
CC(O)CCC(=O)NNC1CC(=O)N(c2ccccc2)C1=O (stereo not drawn),i,0,-4,4,-6,-2,-1,10,1
CCN(C(=O)CCN1C(=O)/C(=C/c2ccccc2)SC1=S)C1CCS(=O)(=O)C1 (stereo not drawn),i,-3,-3,21,0,1,-2,9,1
CN(CC(=O)Nc1ccc(Cl)c(Cl)c1)CC(=O)N1CCc2ccccc21,i,-2,-1,-8,-6,38,-1,-10,6
Cc1ccc(CNC(=O)CSc2nc(N3CCCCC3)nc(N3CCCCC3)n2)cc1,i,-2,6,8,-5,17,0,-9,-6
C=CCn1c(O)c(N=NC(=O)CNC(=O)Cc2ccccc2)c2ccccc21,i,1,11,26,9,-3,-4,17,-3
CCOc1ccc(Br)cc1/C(C)=N\NC1=NCCN1,i,-4,2,-3,-3,-199,-1,1,0
COC(=O)C1CCCCN1C(=O)c1ccc(OC2CCN(C(C)=O)CC2)c(OC)c1 (stereo not drawn),i,-1,17,2,-1,-2,-1,10,3
CCOC(=O)c1ccc(/[N+]([O-])=C/c2ccccc2)cc1,i,-9,12,6,15,-3,4,21,7
Cc1cccc(C)c1NC(=O)CN(C)C(=O)CN1C(=O)NC2(CCCC2)C1=O,i,3,17,5,-3,-3,0,-2,2
O=C(NCc1ccccc1)c1cccc(NC(=O)c2ccccc2)c1,i,-11,-13,-16,-10,-1,5,4,3
COc1ccc(N(C)C(=O)Nc2ccc3nsnc3c2)cc1,i,1,-7,5,13,-8,-1,10,-3
CN(C)C=Nc1ccc2nc3c(cc2c1)[nH]c1ccccc13,/,-2,7,18,-4,-3,-3,2,16
O/C(=C\Sc1nnc(Cc2ccccc2)o1)c1ccc(F)cc1,i,-3,7,-2,-5,-1,-2,-2,-9
c1csc(-c2nn[nH]n2)c1,i,-12,14,-13,-11,-7,3,-2,-3
COc1ccc(NC(=O)C(c2ccccc2)n2c(=O)c(-c3cc4ccccc4[nH]3)nc3ccccc32)cc1 (stereo not drawn),/,/,6,6,/,/,/,/,-9
Cc1nnc(N2C(=O)c3ccc(Br)cc3C2=O)s1,i,-2,-13,-8,14,-3,-1,-8,/
O=C1NC2(CCCCC2)C(=O)N1/N=C/c1ccccc1Br,i,-4,3,14,3,2,3,13,2
O=C(Nc1ccccc1N1CCOCC1)C1CCN(S(=O)(=O)c2cccc(C(F)(F)F)c2)CC1,i,-8,0,2,-6,24,1,-7,-4
O=C(CNC(=O)Cc1ccccc1)N=Nc1c(O)n(Cc2ccc3c(c2)OCO3)c2ccccc12,i,-4,-6,10,3,11,-1,2,-3
COc1ccc(CN(C)C(C)C(=O)NC2CCCc3ccccc32)cc1 (stereo not drawn),i,1,-10,6,3,5,-1,6,-4
COC(=O)CSc1ccc(S(=O)(=O)N2CCOCC2)cc1[N+](=O)[O-],i,-1,4,-4,-1,-8,-3,8,-3

# Compound profiles, as listed above. Values in the order: Neddylation inh | bovine MsrA act | NRP1-CendR mod | SKN-1 block | eLon inh | FAS-TE inh | Rin1-Abl PPI inh | PABP1 MLLE inh | MT1-MMP act inh
# Record of O=C1NC2(CCCCC2)C(=O)N1/N=C/c1ccccc1Br → i | -4 | 3 | 14 | 3 | 2 | 3 | 13 | 2
# Record of COC(=O)C1CCCCN1C(=O)c1ccc(OC2CCN(C(C)=O)CC2)c(OC)c1 (stereo not drawn) → i | -1 | 17 | 2 | -1 | -2 | -1 | 10 | 3
# Record of COc1ccc(CN(C)C(C)C(=O)NC2CCCc3ccccc32)cc1 (stereo not drawn) → i | 1 | -10 | 6 | 3 | 5 | -1 | 6 | -4
# Record of O/C(=C\Sc1nnc(Cc2ccccc2)o1)c1ccc(F)cc1 → i | -3 | 7 | -2 | -5 | -1 | -2 | -2 | -9
# Record of Cc1nnc(N2C(=O)c3ccc(Br)cc3C2=O)s1 → i | -2 | -13 | -8 | 14 | -3 | -1 | -8 | /

# (list continues)
SMILES,Neddylation inh,bovine MsrA act,NRP1-CendR mod,SKN-1 block,eLon inh,FAS-TE inh,Rin1-Abl PPI inh,PABP1 MLLE inh,MT1-MMP act inh
COc1ccc(/C=C2\CCCCC2=O)cc1,i,-3,7,7,5,3,3,2,-3
CC(=O)Nc1ccc(NC(=O)COC(=O)C2CCCCC2)cc1,i,-2,24*,6,-2,-5,0,-6,1
CC(C)C(=O)Nc1nnc(SCC(=O)NC2CC2)s1,i,-6,4,1,0,-5,0,14,4
COc1ccc(C)cc1N(C(=O)c1ccccc1)c1nc2ccccc2s1,i,1,-17,8,-11,19,-3,11,-8
COc1ccc([N+](=O)[O-])cc1N(CC(O)CN1CCOCC1)S(=O)(=O)c1ccccc1 (stereo not drawn),i,-1,5,4,-13,1,-1,-2,1
CCSC(=O)NC1CCCCC1,i,-9,0,-5,1,-4,-5,0,0
CC(=O)NS(=O)(=O)c1ccc(NC(=O)[C@@H]2CCCN2S(=O)(=O)c2ccc(Cl)cc2)cc1,i,-5,-10,2,-19,-4,-1,-9,-2
COc1ccc(OCC(=O)N2CCN(C(=O)c3cccs3)CC2)cc1,i,-10,5,2,-7,-17,0,10,-1
CSc1ccccc1OCc1cc(C(=O)N2CCN(c3ncccn3)CC2)no1,i,-5,5,12,-20,13,4,-6,0
CCN(C(=O)c1ccnn1C)c1ccccc1,i,-2,7,10,-18,-10,2,11,4
COc1ccc(/C=N/N=C2/NC(=O)C(c3ccccc3)S2)c(OC)c1 (stereo not drawn),i,-3,7,-3,-7,-6,-1,-8,3
CC(=O)Nc1ccc(NC(=O)CSc2ncnc3sc(C)c(C)c23)cc1,i,0,10,2,9,5,1,4,1
C[C@@H]1CCCCO[C@H](CN(C)C(=O)c2ccccc2)[C@@H](C)CN([C@H](C)CO)C(=O)c2cc(NC(=O)NC3CCCCC3)ccc2O1,i,-5,-7,3,-1,-7,-1,-4,5
CSc1ccc(CN2CCC(C)(Oc3ccccc3C)C2)cc1 (stereo not drawn),i,2,-1,6,-5,14,-1,9,-1
Cc1cccc(C(=O)N2CCc3cc(-c4nc(NC(=O)CN5CCCC5)sc4C)ccc32)c1,i,-5,9,-8,1,1,4,-47,-1
NC(=O)c1ccccc1NC(=O)c1ccc2ccccc2c1,i,-4,-4,2,6,1,0,-5,9
COc1ccc(S(=O)(=O)N2CCN(C)CC2)cn1,i,-4,22*,4,1,-6,2,2,-2
CSc1cccc(NC(=O)CCC(=O)O)c1,i,-9,-3,2,4,-10,-1,18,0
O=C(c1ccccc1F)N1CCC2CC1c1cc(-c3ccc4c(c3)OCO4)ccc12 (stereo not drawn),i,-7,5,4,-1,11,8,16,3
CCN1C(=O)/C(=C/c2cccs2)N(C)C1=S,i,-2,0,23,0,18,-4,5,0
CS(=O)(=O)c1ccccc1COC(=O)Nc1ccc(Cl)cc1,i,-5,-14,7,-6,12,4,-17,2
CN(C)c1ccc2c3c(ccc(N(C)C)c13)C(=O)OC2,i,-3,10,12,6,-4,-4,12,-1
O=C(NC1CCN(Cc2ccccc2)CC1)c1ccc(CS(=O)c2ccc(F)cc2)o1 (stereo not drawn),i,0,15,7,2,-7,0,-8,3
COc1ccc(-c2ccc([C@H]3[C@H]4C=CC[C@@H](C)[C@@H]4C(=O)N3Cc3ccccc3)c(F)c2)cc1,i,-8,1,-8,9,20,1,0,-1
Cc1ccc(S(=O)(=O)Nc2ccc(-c3nc4ccc(C)cc4s3)cc2)cc1,/,-2,1,11,3,23,-2,-2,1
C#CCNC(=O)C[C@@H]1C[C@@]2(C(=O)OCC)CCC=C2N(Cc2cccc3ccccc23)C1=O,i,3,7,-1,1,3,/,/,3
COc1ccc2c(=O)c(C(=O)O)c(-c3ccc4c(c3)OCO4)n(C)c2c1,/,-5,-6,-4,-3,-7,-4,17,1
CCN1C(=O)[C@H]2[C@@H](c3ccc(C(F)(F)F)cc3)N[C@]3(CCCN(Cc4ccc(F)cc4)C3=O)[C@H]2C1=O,i,-2,0,-6,3,0,0,4,2
CCCCn1c(CCC)nc([N+](=O)[O-])c1Sc1ccc(Cl)cn1,i,0,3,-14,-5,5,1,6,-3
CCn1cc(S(=O)(=O)NCc2ccccc2Br)cn1,i,-1,2,-8,0,-6,2,0,-1
O=C(COC(=O)c1ccccc1C(=O)N1CCN(c2ccccc2)CC1)Nc1ccc(F)cc1,i,-8,0,-6,22*,10,2,10,-32
COc1ccc(-c2cc(=O)n(-c3ccc([N+](=O)[O-])cc3)[nH]2)cc1,i,-3,7,-8,-1,6,1,21,-1
N#CCCN=C(NS(=O)(=O)c1ccccc1)c1ccccc1,i,-2,8,18,-3,-4,3,0,-4
Cc1ccc(NC(=O)c2cc(C)nc3ccccc23)c(Br)c1,i,-2,6,25,-10,2,-1,-2,3
COC(=O)C1=C[C@@H](C(=O)OC)[C@@H]2C3=C(C(=O)[C@@]2(C)NC(=O)c2ccccc2)[C@H](c2ccccc2)[C@@H]2C(=O)NC(=O)[C@@H]2[C@@H]3C1,i,0,0,12,4,-11,2,9,-6
COc1ccc(CNC(=O)CCS(=O)(=O)c2ccc3nc(C)sc3c2)cc1,i,-3,-13,-7,-4,-6,2,-1,-2
